Screens from PubChem.
NPY-Y1 PAM-ag – NPY-Y1 receptor potentiators or agonists, primary screen, cell-based; activation, % at 3.6 µM; Neuropeptide Y receptor type 1 (Homo sapiens), P25929; NPY-Y1 expressing cells, potentiator/agonist activation; actives 0.37% (n = 220,000); in the data active means activation above about 33%, passing the limit was not always enough;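 further: cells stimulated with NPY at EC10 then isoproterenol at EC100; 0% = low agonist plus stimulus and 100% = saturating agonist plus stimulus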
NPY-Y2 PAM-ag – NPY-Y2 potentiators or agonists, primary screen, cell-based | activation, % at 3.6 µM | AID 1359, 2008 | actives 0.45% (n = 220,000) | cells expressing NPY-Y2, potentiator/agonist read-out | Neuropeptide Y receptor type 2 (Homo sapiens), P49146; in the data active means activation above about 27%;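 further: cells stimulated with NPY near EC25 plus isoproterenol at EC100; 0% = vehicle plus submaximal agonist and 100% = vehicle plus saturating agonist; some results beyond the cut were filed as inactive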
Target sequence (P49146 whole entry, looked up): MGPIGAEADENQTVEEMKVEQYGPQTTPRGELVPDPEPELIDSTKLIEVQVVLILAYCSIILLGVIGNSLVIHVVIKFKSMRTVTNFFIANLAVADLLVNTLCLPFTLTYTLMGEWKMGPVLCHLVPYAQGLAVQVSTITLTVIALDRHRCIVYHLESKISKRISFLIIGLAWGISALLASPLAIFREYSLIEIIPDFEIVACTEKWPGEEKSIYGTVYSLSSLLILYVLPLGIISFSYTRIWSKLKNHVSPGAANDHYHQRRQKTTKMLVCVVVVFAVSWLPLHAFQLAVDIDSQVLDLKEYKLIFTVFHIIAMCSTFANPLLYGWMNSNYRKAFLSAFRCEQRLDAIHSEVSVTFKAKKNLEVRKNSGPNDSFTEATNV
Runt-CBFb FRET – inhibitors of RUNX1 Runt–CBFb binding, primary screen, biochemical, FRET, Cerulean-Runt, Venus-CBFb, uHTS | Runt-related transcription factor 1 (Homo sapiens) + Core-binding factor subunit beta … | Cerulean-Runt/Venus-CBFb FRET ratio 530/480, 1 h | inhibition, % at 20 µM | actives 0.46% (n = 220,000) | AID 1496, 2009;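 active means inhibition over about 50% at 20 µM in the single-dose screen, limit read from the data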;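 further: 0% = DMSO wells and 100% = excess unlabeled CBFb competitor control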
Target sequence (Q01196 whole entry, looked up): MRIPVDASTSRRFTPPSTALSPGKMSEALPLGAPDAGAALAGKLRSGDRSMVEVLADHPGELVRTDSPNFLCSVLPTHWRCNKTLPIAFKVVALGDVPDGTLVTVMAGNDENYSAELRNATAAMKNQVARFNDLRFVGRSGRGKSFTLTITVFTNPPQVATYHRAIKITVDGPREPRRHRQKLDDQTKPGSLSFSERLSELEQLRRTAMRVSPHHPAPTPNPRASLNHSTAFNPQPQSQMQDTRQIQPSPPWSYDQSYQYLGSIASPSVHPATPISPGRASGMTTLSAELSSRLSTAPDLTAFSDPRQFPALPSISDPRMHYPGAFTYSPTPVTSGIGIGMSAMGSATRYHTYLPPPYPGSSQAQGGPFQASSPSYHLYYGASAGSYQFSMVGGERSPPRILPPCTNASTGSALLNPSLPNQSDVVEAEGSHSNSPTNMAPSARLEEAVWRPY
Target sequence (Q13951 whole entry, looked up): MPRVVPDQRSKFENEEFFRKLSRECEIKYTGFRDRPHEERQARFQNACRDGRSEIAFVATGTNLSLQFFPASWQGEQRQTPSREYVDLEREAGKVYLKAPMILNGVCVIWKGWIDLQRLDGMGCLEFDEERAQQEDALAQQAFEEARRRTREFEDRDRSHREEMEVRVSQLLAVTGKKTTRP
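Doses: 20 µM compound in 1% DMSO | Material: Cerulean-labeled Runt domain protein | Amount: Each fluorescent fusion protein 100 nM | Schedule: Two 1 h room-temperature incubations shielded from light | Measured by: FRET fluorescence | Evaluation: Loss of energy transfer signal | Controls: Unlabeled CBFb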
Mdm2 ligase inh – MDM2-luciferase reporter signal enhancers, primary screen, MDM2 E3 ligase inhibitor project, cell-based, luminescence, 1536-well; AID 1230, 2008; signal enhancement, % at 5 µM; cell-based MDM2 ubiquitination luciferase reporter, 2 h; 0 = plate control, 100 = twice control, blank-subtracted; actives 0.11% (n = 210,000); E3 ubiquitin-protein ligase Mdm2 (Homo sapiens), Q00987;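 active means signal enhancement of 30% or more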;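 further: luminescence tracks abundance of the self-degrading MDM2-luciferase fusion protein; higher signal means inhibition of MDM2 E3 ligase activity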
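System: stable MDM2–luciferase fusion reporter cells / Input: 2000 cells seeded into each well / Schedule: 4 h settle plus 2 h compound, 37 °C / Compound: single-point 5 µM / Buffer or medium: cells held in DMEM / Benchmarks: control and blank well means / Evaluation: percent signal gain over controls, blank-subtracted / Measured by: luciferase luminescence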
RBBP9 inh – human RBBP9 inhibitors, primary screen, biochemical, fluorescence polarization, FP-Rh probe, HTS. Serine hydrolase RBBP9 (Homo sapiens), O75884. recombinant RBBP9. inhibition, % at 7.94 µM. actives 0.2% (n = 220,000);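 active means inhibition above the campaign mean of all tested compounds plus 3 SD, cut at about 14% in these data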;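 further: plate controls were DMSO wells with RBBP9 for no effect and wells lacking RBBP9 protein for full effect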
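Test system – recombinant human RBBP9 · Input – RBBP9 2.5 µM in dispensing solution, pre-mixing · Medium – Tris buffer pH 8.0, NaCl, Pluronic · Schedule – preincubation 30 min plus labeling 45 min at 25 °C · Measured by – fluorescence polarization · Measure – % inhibition · Controls – DMSO and no-protein wells · Replicates – one well per compound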
p97 inhibitor – inhibitors of human p97 ATPase, primary screen, biochemical. inhibition, % at 8 µM. actives 0.42% (n = 220,000). recombinant p97 ATPase, Kinase-Glo ATP luminescence, 3 h; in the data active means inhibition above about 15%;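 further: 0% = DMSO vehicle and 100% = wells lacking enzyme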
NPY-Y1 antag – NPY-Y1 receptor antagonists, primary screen, cell-based. Neuropeptide Y receptor type 1 (Homo sapiens), P25929. HEK293-CNG Y1 cells, membrane potential fluorescence; NPY at EC95, then isoproterenol. inhibition, % at 3.6 µM. actives 1% (n = 200,000);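 active means inhibition above the campaign mean inhibition of all tested compounds plus 3 SD, cut at about 20% in these data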;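 further: 0% = DMSO wells given NPY plus isoproterenol and 100% = isoproterenol alone without NPY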
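Material: HEK293 Y1/CNG channel cell line; also added: NPY (25 nM), isoproterenol (1 µM), Ro 20-1724 (25 µM); doses: one concentration, 3.6 µM, in 0.4% DMSO; schedule: compound incubation 1 h at room temperature, readout 45 min post-stimulation; technique: membrane potential fluorescence; measure: fluorescence ratio normalized to % inhibition between controls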
Hck-Nef inh – inhibitors of Nef-activated human Hck kinase, primary screen, biochemical, Z-Lyte FRET, 384-well, Hck-YEEI | Tyrosine-protein kinase HCK (Homo sapiens), P08631 | Recombinant Hck-YEEI plus Nef, Z-Lyte FRET kinase assay | inhibition, % at 20 µM | actives 0.68% (n = 220,000) | AID 463187, 2010;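 active means Hck-Nef kinase inhibition above about 50%, limit read from the data; inactive means inhibition below that limit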;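 further: 0% = DMSO with Hck plus Nef and 100% = Hck alone without Nef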
Runt-SMMHC FRET – inhibitors of RUNX1 Runt–CBFb-SMMHC binding, primary screen, biochemical, FRET, Cerulean-Runt, Venus-CBFb-SMMHC, uHTS | Runt-related transcription factor 1 (Homo sapiens) + Core-binding factor subunit beta … | Cerulean-Runt/Venus-CBFb-SMMHC FRET ratio 530/480, 1 h | inhibition, % at 20 µM | actives 0.74% (n = 220,000) | AID 1434, 2008;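 active means mean inhibition across duplicate retests at 20 µM reaching about 50%, limit read from the data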;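 further: 0% = DMSO wells and 100% = wells with excess untagged CBFb-SMMHC; inhibitors lower the FRET ratio by blocking Runt binding to CBFb-SMMHC; some results filed as inactive read as strong as hits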
Starred values were filed as active, the others as inactive; nt = not tested or not shown.

SMILES	NPY-Y1 PAM-ag	NPY-Y2 PAM-ag	Runt-CBFb FRET	Mdm2 ligase inh	RBBP9 inh	p97 inhibitor	NPY-Y1 antag	Hck-Nef inh	Runt-SMMHC FRET
CCOC(=O)c1cc(C#N)c(N2CCN(c3ccc(OC)cc3)CC2)[nH]c1=O	-2	6	1	5	4	4	3	5	-2
O=C(Nc1ccc(Cl)cc1C(=O)NCCN1CCOCC1)c1ccco1	-11	-4	1	-19	-8	3	1	4	1
CCCn1c(C)cc(/C=C(\C#N)C(=O)OCC(=O)Nc2cc(OC)c(OC)c(OC)c2)c1C	-18	-14	0	-11	-3	-3	-2	9	2
c1ccc2c(c1)nnn2-c1ncnc2sc3c(c12)CCCC3	-18	-23	-1	1	-1	3	8	2	-5
CSc1nncn1/N=C/c1ccc2c(c1)OCO2	3	-5	3	2	-1	-1	-1	1	-8
Cc1cccc(NS(=O)(=O)c2ccccc2)n1	0	3	1	-10	-10	0	4	-1	-1
O=C(NCc1ccco1)c1nc(-c2ccc(F)cc2)no1	-30	-21	0	-5	-8	-2	24*	1	2
CCCCN(C)CCNC(=O)c1c[nH]c2ccc(S(=O)(=O)N(CC)CC)cc2c1=O	-9	-10	0	-10	-8	0	3	-1	-50
COCCN1CC(=O)N(c2cccc(C)c2C)C(c2ccc(Cl)cc2)C1=O (stereo unspecified)	-10	7	-2	-10	-4	0	3	2	1
Cc1csc(NC(=O)c2cc3c(s2)-c2ccccc2OC3)n1	-19	-9	2	-30	-5	8	0	28	-12
COc1ccc(N2C(=O)C3CCCN3C2c2cccc(Br)c2)cc1 (stereo unspecified)	0	6	2	-15	-4	3	4	2	1
COC(=O)CNC(=O)c1nn(-c2cccc(OC)c2)c(=O)c2ccccc12	7	0	1	-13	-1	6	2	0	2
Cc1cc2nc(C)c3c(n2n1)CCC3	-1	-1	-2	-1	0	5	-2	-3	-4
Cc1cc(=O)cc(C)n1-c1ccc(Br)cc1	-3	5	0	-6	-3	0	5	-1	0
CCOC(=O)Cn1c(=O)oc2cc(S(=O)(=O)N3CCn4c3nc3ccccc34)ccc21	4	2	-1	3	-2	-7	-2	9	-2
CCOC(=O)c1c(N2CCCCC2)c2ccccc2[nH]c1=O	-11	0	-1	-2	-7	-7	0	1	-11
CC(CCc1ccccc1)NC(=O)c1cccc([N+](=O)[O-])c1 (stereo unspecified)	-1	-14	1	-6	-3	1	0	5	2
CCOc1cc(/C=N/Nc2ncnc(Cl)c2N)ccc1O	-3	-5	21	2	-9	5	1	29	1
CCOc1ccccc1N(CC(=O)N1CCCCCC1)S(C)(=O)=O	14	9	-1	-3	4	3	6	0	-2
O=C(NCc1ccc2c(c1)OCO2)c1ccc(Cl)c(S(=O)(=O)N2CCOCC2)c1	9	-11	0	-2	7	3	5	5	4
Cc1cc(NS(=O)(=O)c2ccc(NC(=S)Nc3ccc(Cl)cc3C)cc2)no1	-8	-1	1	-9	-4	8	nt	5	1
O=C(NC1(C(=O)NC2CCCC2)CCCCC1)c1ccc2c(c1)OCO2	-2	5	-2	5	-3	0	1	1	0
COc1ccccc1S(=O)(=O)Cc1ccc(C(=O)NCc2ccc3c(c2)OCO3)o1	-11	1	0	-7	-7	2	0	0	3
Cc1cc(C)cc(-c2nnc(SCC(=O)c3ccc4c(c3)OCCO4)o2)c1	-4	0	-4	nt	-6	1	11	8	-2
N#Cc1c(-c2ccc(F)cc2)nc2n(c1=O)CCS2	-15	-8	2	10	6	0	2	1	-2
Later entries
SMILES	NPY-Y1 PAM-ag	NPY-Y2 PAM-ag	Runt-CBFb FRET	Mdm2 ligase inh	RBBP9 inh	p97 inhibitor	NPY-Y1 antag	Hck-Nef inh	Runt-SMMHC FRET
Brc1cccc(-c2nnc3sc(CN4CCC5(CC4)OCCO5)cn23)c1	8	10	0	nt	-8	7	4	3	2
Cc1ccc(-c2nn(C)c(=O)c3ccccc23)cc1CN1CCCCC1	0	-12	1	-9	-4	-1	nt	6	-1
CCOC(=O)c1ccc(Cn2c(-c3ccccc3)nnc2-c2ccccc2)o1	-41	-13	-1	-17	-7	-10	5	2	0
O=C(O)c1cc(N/N=C/c2ccncc2)ccc1Cl	16	16	-3	-31	-1	4	nt	8	-1
CCOC(=O)C(NC(C)=O)C(=O)Nc1ccc(C)cc1C (stereo unspecified)	3	9	0	-19	-9	6	0	21	-2
O=C(NC(=S)Nc1ccccc1N1CCCCC1)c1ccccc1	2	0	0	8	-12	5	11	23	1
COc1ccc(OC)c(-c2csc(NC(=O)Cn3[nH]c(=O)c4ccccc4c3=O)n2)c1	9	-6	-6	-15	-3	3	7	17	-8
O=C(N/N=C/c1sc(=O)n(-c2ccccc2)c1Cl)c1ccccc1	3	4	0	-8	-4	1	-3	4	2
Cc1ccc(-c2cnco2)cc1	4	6	0	-81	-4	-1	nt	12	-4
COC(=O)c1c(-c2ccccc2)csc1N	16	-6	3	-15	-3	0	8	2	1
O=C(NCCc1ccccc1)C1CCCN1C(=O)Nc1ccc(F)cc1 (stereo unspecified)	14	9	0	3	-6	6	8	-4	0
O=C/C(=C\Nc1ccc(Cl)cn1)c1nc2cc(Cl)ccc2o1	-6	4	-19	-2	0	-8	2	13	-40
O=C(CSc1nc2ccccc2c(=O)n1Cc1ccco1)c1ccccc1	-11	8	2	-44	-9	4	8	2	-1
O=C(Nc1ccc(N2CCOCC2)c(Cl)c1)c1ccc(Cl)cc1	10	7	0	4	4	1	9	2	-1
CC(C)(C)c1ccc(OCCCC(=O)N2CCOCC2)cc1	8	2	-4	2	-4	2	4	15	-2
COc1cccc(NC(=S)Nc2cc(C)cc(C)n2)c1	4	-19	4	-12	-7	-4	nt	14	2
CCOc1ccc(/C=N/NC(N)=S)cc1	7	7	0	-16	-10	5	1	2	3
CC1CC(OC(=O)C(O)c2ccccc2)CC(C)(C)N1C (stereo unspecified)	nt	nt	0	11	nt	nt	nt	26	-2
O=C(Oc1ccc(N2C(=O)CCC2=O)cc1)c1ccccc1	-11	0	2	nt	-2	0	-1	0	0
COc1ccc(-c2nc3ccccc3nc2-c2ccccc2)cc1	-13	-4	1	-5	7	2	-3	6	1
O=C(NCc1ccncc1)C(=O)Nc1nc2ccccc2s1	2	-8	-2	-19	-6	0	-4	1	3
Cc1cc(O)c(-c2cc(O)c(C)cc2O)cc1O	6	-13	58*	0	47*	9	nt	-165	80*
Cc1ccc(C(=O)N2CCC(C)CC2)cc1C	-6	5	-3	3	-4	-3	3	10	0
COc1ccccc1CNC(=O)C(C)Sc1ccsc1[N+](=O)[O-] (stereo unspecified)	1	-10	2	-5	4	20*	3	16	3
Cc1cnc(NC(=O)CSc2nnc(Cc3ccccc3)n2C)s1	-3	-5	-1	nt	-2	-4	0	-6	0
Cn1cccc1Cc1nnc(SCC(=O)NCc2ccc3c(c2)OCO3)n1CCc1ccccc1	-9	-2	-2	6	-7	-6	2	1	3
CCOC(=O)Cc1ccc(NC(=O)c2ccccc2Br)cc1	-3	-18	2	0	-6	-3	0	-7	-4
CC(/C=N/n1c(C2CCCCC2)n[nH]c1=S)=C\c1ccccc1	-8	-7	5	-2	-7	-4	4	0	8
O=C(CSc1ccc(-c2cccnc2)nn1)N1CCCc2ccccc21	-1	-10	1	-10	-3	-2	5	12	2

Grouped by structure: the compounds so far with an aryl methoxy group.
SMILES	NPY-Y1 PAM-ag	NPY-Y2 PAM-ag	Runt-CBFb FRET	Mdm2 ligase inh	RBBP9 inh	p97 inhibitor	NPY-Y1 antag	Hck-Nef inh	Runt-SMMHC FRET
CCOC(=O)c1cc(C#N)c(N2CCN(c3ccc(OC)cc3)CC2)[nH]c1=O	-2	6	1	5	4	4	3	5	-2
CCCn1c(C)cc(/C=C(\C#N)C(=O)OCC(=O)Nc2cc(OC)c(OC)c(OC)c2)c1C	-18	-14	0	-11	-3	-3	-2	9	2
COc1ccc(N2C(=O)C3CCCN3C2c2cccc(Br)c2)cc1 (stereo unspecified)	0	6	2	-15	-4	3	4	2	1
COC(=O)CNC(=O)c1nn(-c2cccc(OC)c2)c(=O)c2ccccc12	7	0	1	-13	-1	6	2	0	2
COc1ccccc1S(=O)(=O)Cc1ccc(C(=O)NCc2ccc3c(c2)OCO3)o1	-11	1	0	-7	-7	2	0	0	3
COc1ccc(OC)c(-c2csc(NC(=O)Cn3[nH]c(=O)c4ccccc4c3=O)n2)c1	9	-6	-6	-15	-3	3	7	17	-8
COc1cccc(NC(=S)Nc2cc(C)cc(C)n2)c1	4	-19	4	-12	-7	-4	nt	14	2
COc1ccc(-c2nc3ccccc3nc2-c2ccccc2)cc1	-13	-4	1	-5	7	2	-3	6	1
COc1ccccc1CNC(=O)C(C)Sc1ccsc1[N+](=O)[O-] (stereo unspecified)	1	-10	2	-5	4	20*	3	16	3

One compound at a time, from the list above.
CCOC(=O)c1ccc(Cn2c(-c3ccccc3)nnc2-c2ccccc2)o1 as listed: NPY-Y1 PAM-ag = -41; NPY-Y2 PAM-ag = -13; Runt-CBFb FRET = -1; Mdm2 ligase inh = -17; RBBP9 inh = -7; p97 inhibitor = -10; NPY-Y1 antag = 5; Hck-Nef inh = 2; Runt-SMMHC FRET = 0
COc1ccc(OC)c(-c2csc(NC(=O)Cn3[nH]c(=O)c4ccccc4c3=O)n2)c1 as listed: NPY-Y1 PAM-ag = 9; NPY-Y2 PAM-ag = -6; Runt-CBFb FRET = -6; Mdm2 ligase inh = -15; RBBP9 inh = -3; p97 inhibitor = 3; NPY-Y1 antag = 7; Hck-Nef inh = 17; Runt-SMMHC FRET = -8
